CRFR2-BP antag: antagonists of CRF-BP/CRF-R2 complex, primary screen, cell-based, HEK293, calcium dye fluorescence, uHTS | CRF-induced calcium fluorescence | inhibition, % at 11.8 µM | 0.59% of 350,000 active | AID 588475, 2011;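 active means inhibition of the ligand-induced calcium signal above about 50% at the single tested concentration, limit read from the data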
GalR3 antag: GalR3 antagonists in HEK293 cells, primary screen, cell-based, fluorescence readout; 0.44% of 360,000 active; HEK293 GalR3-CNG cAMP membrane potential fluorescence; galR3 body fused to GalR1 C-terminus; Galanin receptor type 3 (Homo sapiens), O60755; inhibition, % at 3 µM; AID 651719, 2012;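 active means inhibition above the screen-wide average plus 3 SD, cut at about 13% in these data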;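 further: forskolin and galanin both at EC90 stimulate the cells; cAMP rise reported by CNG channel membrane potential dye signal; 0% = forskolin plus galanin with DMSO and 100% = forskolin alone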
Target sequence (O60755 1-299 limits assumed): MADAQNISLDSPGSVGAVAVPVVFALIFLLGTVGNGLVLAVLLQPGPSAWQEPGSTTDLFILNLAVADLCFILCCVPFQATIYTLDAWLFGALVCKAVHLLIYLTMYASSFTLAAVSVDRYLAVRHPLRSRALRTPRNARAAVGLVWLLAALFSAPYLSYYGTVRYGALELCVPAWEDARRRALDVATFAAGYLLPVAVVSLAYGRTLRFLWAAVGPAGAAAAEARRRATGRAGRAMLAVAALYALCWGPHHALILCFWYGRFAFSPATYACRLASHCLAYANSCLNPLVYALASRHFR
SUMO HTRF inh: inhibitors of in vitro SUMOylation cascade, primary screen, biochemical, HTRF, uHTS; AID 2006, 2009; HTRF SUMOylation assay, SAE1/SAE2 + UBC9; SUMO-conjugating enzyme UBC9 (Homo sapiens), P63279; inhibition, % at 35 µM; 0.36% of 290,000 active; in the data active means inhibition above about 50%, passing the limit was not always enough; further: strong numbers were not always called active
Target sequence (P63279 whole entry, looked up): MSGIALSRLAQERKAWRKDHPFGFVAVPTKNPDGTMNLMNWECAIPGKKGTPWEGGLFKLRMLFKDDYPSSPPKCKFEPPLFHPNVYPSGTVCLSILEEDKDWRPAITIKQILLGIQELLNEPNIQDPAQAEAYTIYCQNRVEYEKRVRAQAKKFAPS
pCIP destab: p/CIP-EGFP fusion destabilizers, primary screen, fluorescence, F442A cells. 16 h. decrease of EGFP signal, % at 10 µM. 0.01% of 290,000 active;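 active means EGFP signal decrease of at least 30% at 10 µM or well 3 SD below plate mean, unless failing retest; inactive means the rest, including hits failing retest or dose response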; further: some compounds called inactive have numbers as strong as hits; many of its hits are not listed in these tables
IDE cell activ: human IDE activators in live cells, primary screen, fluorescence polarization, HEK cells, FAbeta-B substrate; Insulin-degrading enzyme (Homo sapiens), P14735; FAbeta-B cleavage; 0% vehicle, 100% cell-free pure enzyme wells; activation, % at 5.96 µM; 0.073% of 340,000 active; AID 493087, 2011;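 active means activation above the mean of all tested compounds plus 3 SD, set per screening campaign, cut at about 17% in these data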
VIM-2 inhibitor: VIM-2 metallo-beta-lactamase inhibitors, primary screen, biochemical, epi-absorbance readout, Pseudomonas aeruginosa enzyme; purified VIM-2, nitrocefin hydrolysis, epi-absorbance fluorescence; inhibition, % at 5.6 µM; 0.89% of 290,000 active;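 active means inhibition above the mean of all tested compounds plus 3 SD, cutoff set per screening run, cut at about 7.5% in these data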;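 further: red hydrolysis product quenches plate fluorescence so inhibitors raise well fluorescence; 0% = enzyme with DMSO and 100% = DMSO without enzyme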
HCV NS3 hel inh: inhibitors of HCV NS3 helicase, primary screen, biochemical, Cy5 molecular beacon fluorescence; NS3 helicase DNA unwinding; inhibition, % at 10.9 µM; 0.56% of 290,000 active;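 active means inhibition above the mean of all tested compounds plus 3 SD, set per campaign, cut at about 35% in these data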;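 further: 0% = DMSO wells and 100% = thioflavine S control wells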
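Assay system: hepatitis C virus NS3 helicase domain fragment enzyme. Also added: annealed dual-labelled DNA beacon duplex, ATP-started. Timing: 1 h reaction at 25 °C, ATP-initiated. Technique: Cy5 fluorescence at 0 and 60 min, beacon hairpin quenching. Evaluation: % inhibition of unwinding. Replication: one well per compound.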
IDE inh: human IDE inhibitors in live cells, primary screen, fluorescence polarization, HEK cells, FAbetaB substrate; FAbetaB cleavage; inhibition, % at 5.59 µM; 0.41% of 320,000 active;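 active means percent inhibition above the average of all tested compounds plus 3 SD, set per screening campaign, cut at about 16% in these data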;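 further: IDE supplied by intact live HEK cells; FP after avidin binding of uncleaved biotin substrate so inhibition keeps polarization high; 0% = DMSO wells and 100% = 60 µM reference IDE inhibitor Ii1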
IMP-1 inh: IMP-1 metallo-beta-lactamase inhibitors, primary screen, biochemical, epi-absorbance readout, Pseudomonas aeruginosa enzyme; metallo-beta-lactamase IMP-1 (Pseudomonas aeruginosa); purified IMP-1, nitrocefin hydrolysis, epi-absorbance fluorescence; inhibition, % at 5.6 µM; 0.45% of 290,000 active;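 active means inhibition above the mean plus 3 SD of all compounds in the same screening run, cut at about 4.5% in these data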;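 further: 0% = IMP-1 with DMSO and 100% = DMSO wells lacking enzyme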
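Material – recombinant IMP-1 enzyme, purified · Amount – IMP-1 0.2 nM before substrate addition · Medium – HEPES buffer pH 7.1 with ZnSO4 and Brij 35 · Timing – 25 °C, 15 min preincubation, 25 min reaction · Measured by – plate fluorescence quenching by hydrolysis product, ex 480/em 530 nm · Read-out – percent enzyme inhibition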
An asterisk follows results filed as active; · = no result given.

CRFR2-BP antag,GalR3 antag,SUMO HTRF inh,pCIP destab,IDE cell activ,VIM-2 inhibitor,HCV NS3 hel inh,IDE inh,IMP-1 inh,smiles
-9,-8,11,-7,-3,-1.2,-2,1,-0.7,CC(C(=O)NCc1ccccc1Cl)n1cc([N+](=O)[O-])cn1 (stereo unspecified)
-19,-5,10,-14,-7,0.3,9,8,-0.2,CSc1nnc(-c2ccncc2)n1/N=C/c1cn(-c2ccccc2)nc1-c1ccc(Cl)cc1
-4,-3,-15,-6,4,-4.4,-11,2,-1.8,CCOC(=O)N1CCC(n2c(SCC(=O)NCc3ccccc3)nc3ccccc3c2=O)CC1
0,-9,9,-7,-2,-1.3,-6,-1,-8.6,Cc1cc(C)c(S(=O)(=O)Nc2ccc(N(C)C)cc2)c(C)c1-n1cnnn1
4,-9,-14,0,1,1.0,14,5,-1.5,O=C1/C(=C/c2cccc([N+](=O)[O-])c2)Oc2cc(O)ccc21
-20,-1,11,4,1,-4.3,-1,8,-3.5,Cc1ccc(Cl)cc1NC(=O)COC(=O)C1CCCCC1
-24,-4,2,3,-2,-2.5,2,1,-2.5,CC1(C)CC(=O)C(C(C2=C(O)CC(C)(C)CC2=O)c2ccc([N+](=O)[O-])cc2)C(=O)C1 (stereo unspecified)
-5,-1,·,·,7,·,·,1,·,CCOC(=O)[C@H]1[C@H]2COc3ccc(C)cc3[C@@H]2N2C(=O)CN(Cc3ccc(Cl)cc3)C(=O)[C@@]12C
-26,-4,0,4,-3,0.0,-7,5,-1.8,COc1ccc(C(=O)NC(=S)Nc2cc3oc4ccccc4c3cc2OC)cc1
-6,-10,-1,-5,-1,-2.2,-5,·,-0.8,CC(=O)NCCC(=O)Nc1nc(-c2c[nH]c3ccccc23)cs1
-9,-4,13,-12,3,-0.5,1,9,-4.6,COc1ccc(C)cc1NC(=O)c1ccc(S(=O)(=O)N2CCOCC2)cc1
5,·,-10,5,6,-2.9,5,1,-3.1,CC[C@H](C)[C@H](NS(=O)(=O)c1ccc(C)cc1)C(=O)N1CCC(C(=O)N[C@H](C(=O)O)C(C)C)CC1
-8,-2,-12,6,0,-1.0,-4,3,0.0,CN(C)S(=O)(=O)Oc1ccc(C(=O)Nc2cccc(Cl)c2)cc1
34,-8,-3,-8,1,-0.4,7,2,-2.4,COc1ccccc1-n1cc2c([N+](=O)[O-])cc([N+](=O)[O-])cc2n1
2,-3,5,-4,2,-0.4,-1,10,-4.3,CCCOc1cccc(NC(=O)c2c(-c3ccccc3)noc2C)c1
0,-4,13,-7,-4,-2.4,-10,1,-0.8,COc1cc2[nH]c(-c3ccc(C)cc3)cc(=O)c2cc1OC
-14,-3,10,-21,-4,-0.7,8,3,-1.2,Cc1cc(/C=C2/NC(=O)N(Cc3ccccc3F)C2=O)c(C)n1C(C)C
-11,-6,-7,-2,3,-0.2,1,-4,-2.1,CCC(CC)NC(=O)COC(=O)CCC(=O)c1cccs1
-9,-2,·,-12,-2,-3.9,-6,3,-3.5,CCCOc1ccc(CN(C(=O)c2cccc(OC)c2)C2CCS(=O)(=O)C2)cc1 (stereo unspecified)
6,-4,·,·,4,·,·,3,·,CC1CC(C)CN(S(=O)(=O)CCNC(=O)c2ccc3c(c2)OCO3)C1 (stereo unspecified)
9,-4,4,-5,0,-1.2,36*,11,-0.7,O=C(NC1CCCC1)C(=O)N(c1ccccc1F)C(C(=O)NCC1CCCO1)c1cccs1 (stereo unspecified)
8,59*,8,1,4,0.6,1,6,-0.4,COc1cc2c(cc1OC)-c1cc(Nc3ccc4c(c3)OCCO4)nc(=O)n1CC2
-1,0,2,1,6,-3.9,9,-1,-3.9,CCc1ccc(-c2nc(CN3CCCC(C(=O)O)C3)c(C)o2)cc1 (stereo unspecified)
20,-2,13,-5,9,-4.4,-8,3,-2.7,Cc1cc(Nc2ccc(Cl)cc2)n(-c2cccc(Cl)c2)n1
-2,-6,·,·,-1,·,·,-3,·,Cc1cccc(C(=O)Nc2cccc(S(=O)(=O)NCc3ccco3)c2)c1
4,-2,·,·,-2,·,·,2,·,CC(OC(=O)C1CSC2(C)CCC(=O)N12)C(=O)Nc1cccc(C#N)c1 (stereo unspecified)
42,-7,2,-14,0,4.0,-11,0,-2.7,C=CCn1c(SCc2c(C)noc2C)nc2ccccc2c1=O
5,-2,-9,-15,0,-5.0,-4,·,-1.3,C/C(=N/NC(=O)c1ccc(-c2ccccc2)cc1)c1cccc(O)c1
-15,-5,16,-5,-4,-1.6,3,3,-2.1,OCc1nc2ccc(Cl)cc2[nH]1
·,-5,26,-6,·,-1.8,2,1,-4.0,C/C(=N\NC(=O)C1CC1)c1ccc(NC(=O)c2ccc(Br)o2)cc1
-5,-9,-4,1,7,2.6,0,1,-1.1,CCCn1c2ccccc2c2cnn(CC(=O)OC)c(=O)c21
-2,-7,7,-4,2,-0.9,-2,9,-3.4,C/C(=N\OC(=O)c1ccc(C)cc1)c1sc(C)nc1C
6,-4,11,11,3,0.9,-3,0,-0.9,Cc1cc(C(F)F)n2nc(C(=O)Nc3cc(C)on3)nc2n1
2,-4,-2,0,3,-0.4,33,5,0.3,CCN1C(=O)[C@H]2[C@@H](c3ccc(OC)cc3)N3C(=O)CN(Cc4ccccc4)C(=O)[C@@]3(Cc3ccccc3)[C@H]2C1=O
4,-1,4,12,-4,-3.0,2,3,-2.9,COc1ccc(OCC(=O)N/N=C(\C)c2ccc(OC)cc2)cc1
-11,-7,21,-4,3,-0.4,2,0,-2.8,COc1cccc(CN(C)C(=O)c2cccc(OC3CCN(C4CCCC4)CC3)c2)c1
-17,·,12,-14,3,0.3,-69,9,-0.4,COc1ccc(C(=O)/C=C/c2cn(CC(O)CN3CCOCC3)c3ccccc23)cc1 (stereo unspecified)
-6,-2,2,7,-9,-3.2,-3,-2,-1.2,Cc1cc(NC(=O)CSc2nnc(CNC(=O)c3cccc(C(F)(F)F)c3)o2)no1
-1,-8,·,-4,-2,-2.1,1,-3,-1.9,O=C(NCC(=O)N1CCC2(CC1)NCCc1[nH]cnc12)c1ccc(F)cc1
2,-7,10,6,0,-1.9,-4,2,-1.7,CS(=O)(=O)c1nc(S(=O)(=O)c2ccc(Cl)cc2)c(NCCCN2CCCC2=O)s1
14,-6,4,-15,1,-1.2,0,-1,-2.5,CCOc1cc(Br)ccc1S(=O)(=O)N1CC(C)OC(C)C1 (stereo unspecified)
16,-3,4,-5,5,-0.2,9,-4,-3.9,CC(=O)Oc1ccc(C(=O)NC(C)CCc2ccccc2)cc1 (stereo unspecified)
-3,-2,13,-15,-3,-2.6,-5,4,0.1,O=C(NCc1cccnc1)c1ccc(CS(=O)(=O)c2ccc(Cl)cc2)o1
17,-5,-13,-2,-1,-2.1,3,2,-2.9,Cc1ccc(C(=O)CSc2nnc(CNc3ccc(F)cc3)o2)cc1
7,4,5,-16,2,-2.2,22,4,-1.0,COc1ccc(S(=O)(=O)N2CCC(C(=O)N[C@@H](C)C(=O)NCc3ccccc3OC)CC2)cc1
5,-4,8,-14,-1,0.1,2,1,-0.8,COc1ccc(CCNc2nc(-c3cccc(NC(C)=O)c3)cs2)cc1OC
9,-3,6,4,-2,-0.7,-3,4,-2.2,COc1cc(CN(C)Cc2ccccc2)cc(OC)c1O
5,-5,·,·,0,·,·,8,·,C[C@H](CO)N1C[C@H](C)[C@@H](CN(C)C(=O)NC2CCCCC2)Oc2c(NC(=O)Cc3ccccc3)cccc2C1=O
16,-5,-4,-18,4,-2.0,-4,2,-0.8,COc1ccc(Oc2ncccc2NC(=O)c2cccc(C)c2C)cc1
-33,-2,2,5,0,-2.4,-20,1,-2.8,O=C(Nc1nnc(Cc2c[nH]c3ccccc23)s1)c1ccc(Cl)cc1Cl
3,-5,21,-1,-1,-0.8,-4,0,-0.6,N#CCCN(Cc1cccnc1)S(=O)(=O)c1ccc(S(=O)(=O)NC2CCCCC2)cc1
-13,-5,·,·,-1,·,·,9,·,CCCN(C(=O)c1ccccc1Cc1ccccc1)C1CCS(=O)(=O)C1 (stereo unspecified)
-13,-4,9,-2,8,-1.0,-5,0,-3.3,CC(C)CC(=O)NN(C)c1nc(-c2ccccc2)nnc1C(F)(F)F
8,-9,4,-4,3,-6.1,-6,1,-4.1,CCOC(=O)C(=CNc1cc(C)nn1-c1ccc(C)cc1)C(=O)OCC
10,-4,19,-16,-2,0.5,12,3,-1.6,O=C(O)c1occc1CSc1ccccc1

Of the compounds above, two have two or more sulfur atoms:
CRFR2-BP antag,GalR3 antag,SUMO HTRF inh,pCIP destab,IDE cell activ,VIM-2 inhibitor,HCV NS3 hel inh,IDE inh,IMP-1 inh,smiles
2,-7,10,6,0,-1.9,-4,2,-1.7,CS(=O)(=O)c1nc(S(=O)(=O)c2ccc(Cl)cc2)c(NCCCN2CCCC2=O)s1
3,-5,21,-1,-1,-0.8,-4,0,-0.6,N#CCCN(Cc1cccnc1)S(=O)(=O)c1ccc(S(=O)(=O)NC2CCCCC2)cc1

Screening data from PubChem.

Compounds were not picked by outcome. About 3.2% of those tested had a hit in this group.
